VIM-2 inhibitor: inhibitors of Pseudomonas aeruginosa VIM-2 metallo-beta-lactamase. actives 0.89% (n = 290,000). inhibition, % at 5.6 µM. purified VIM-2, nitrocefin hydrolysis, epi-absorbance fluorescence. AID 1527;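 active = inhibition above the mean of all tested compounds plus 3 SD, cutoff set per screening run, cut at about 7.5% in these data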;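 also: red hydrolysis product quenches plate fluorescence so inhibitors raise well fluorescence; 0% = enzyme with DMSO and 100% = DMSO without enzyme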
IDE cell activ: activators of human insulin-degrading enzyme in cells; P14735; HEK cells, FAbeta-B cleavage, fluorescence polarization; 0% vehicle, 100% cell-free pure enzyme wells; activation, % at 5.96 µM; actives 0.073% (n = 340,000);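 active = activation above the mean of all tested compounds plus 3 SD, set per screening campaign, cut at about 17% in these data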
UBC9 SUMO inh: blocks human SUMOylation mediated by UBC9; inhibition, % at 35 µM; P63279; AID 2006; actives 0.36% (n = 290,000); HTRF SUMOylation assay, SAE1/SAE2 + UBC9, in vitro; in the data active = inhibition above about 50%, passing the limit was not always enough; also: strong numbers were not always called active
pCIP destab: p/CIP protein destabilization. Q05BA5. F442A p/CIP-EGFP cells, EGFP fluorescence, 16 h. AID 1984. actives 0.01% (n = 290,000). decrease of EGFP signal, % at 10 µM;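 active = EGFP signal decrease of at least 30% at 10 µM or well 3 SD below plate mean, unless failing retest; inactive = the rest, including hits failing retest or dose response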; also: some compounds called inactive have numbers as strong as hits; many of its hits are not listed in these tables
FID counter: displaces DNA intercalator in HCV helicase counter-screen. DNA fluorescent intercalator displacement, fluorescence. inhibition, % at 7.9 µM. actives 0.17% (n = 290,000); in the data active = inhibition above about 37%;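 also: 0% = vehicle and 100% = reference compound; higher means more ethidium bromide displaced from hairpin DNA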
PHOSPHO1 inh: blocks human PHOSPHO1 phosphatase activity. AID 1565. recombinant PHOSPHO1, absorbance phosphatase assay. inhibition, % at 13.3 µM. actives 1.1% (n = 290,000); in the data active = inhibition above about 60%
IMP-1 inhibitor: inhibitors of Pseudomonas aeruginosa IMP-1 metallo-beta-lactamase; purified IMP-1, nitrocefin hydrolysis, epi-absorbance fluorescence; inhibition, % at 5.6 µM; actives 0.45% (n = 290,000); AID 1556;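 active = inhibition above the mean plus 3 SD of all compounds in the same screening run, cut at about 4.5% in these data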;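 also: 0% = IMP-1 with DMSO and 100% = DMSO wells lacking enzyme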
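Material – recombinant IMP-1 enzyme, purified · Amount – IMP-1 0.2 nM before substrate addition · Medium – HEPES buffer pH 7.1 with ZnSO4 and Brij 35 · Timing – 25 °C, 15 min preincubation, 25 min reaction · Measured by – plate fluorescence quenching by hydrolysis product, ex 480/em 530 nm · Read-out – percent enzyme inhibition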
MEKK3 PB1 HTS: MEKK3-MEK5 PB1 interaction, increase or decrease; Q99759; bead-based flow cytometry, Alexa488-MEK5 binding to MEKK3; actives lie on both sides; 0 = blocked by unlabeled MEK5, 100 = vehicle; binding response (% of control), % at 10 µM; actives 1.4% (n = 290,000); AID 1529;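 active = binding response more than 3 SD above or below the average of its plate-row segment, actives on both sides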;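 also: Alexa488 bead fluorescence after subtracting the streptavidin-only scavenger bead signal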
NS3 helicase inh: inhibitors of Hepatitis C virus NS3 helicase | NS3 helicase DNA unwinding, Cy5 molecular beacon fluorescence | AID 1800 | actives 0.56% (n = 290,000) | inhibition, % at 10.9 µM;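 active = inhibition above the mean of all tested compounds plus 3 SD, set per campaign, cut at about 35% in these data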;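 also: 0% = DMSO wells and 100% = thioflavine S control wells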
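Material: hepatitis C virus NS3 helicase domain fragment enzyme; measured by: Cy5 fluorescence, 0 and 60 min reads; control set: DMSO and thioflavine S; incubation: 60 min unwinding reaction at 25 °C after ATP addition; read-out basis: % inhibition from 60/0 min fluorescence ratio, DMSO 0%, thioflavine S 100%; repeats: singlicate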
Active calls of the source: *; . = no result given. Only part of the results is shown, so the mix of outcomes need not match the whole.

SMILES | VIM-2 inhibitor | IDE cell activ | UBC9 SUMO inh | pCIP destab | FID counter | PHOSPHO1 inh | IMP-1 inhibitor | MEKK3 PB1 HTS | NS3 helicase inh
CCC(C)NC(=O)C(=O)NCc1ccccn1 (configuration not stated) | -4.2 | 2.6 | 7.8 | -6.7 | -5.9 | 32.3 | -1.3 | 97.0 | 4.5
COC(c1ccccc1)c1nnc(CCC(=O)N(C)C(C2CC2)C2CC2)o1 (configuration not stated) | -2.4 | 2.5 | 6.6 | 2.2 | -30.7 | 42.9 | -2.1 | 117.0 | -23.5
COc1ccc(CP(=O)(c2ccccc2)c2ccccc2)cc1 | -1.6 | 1.3 | 6.4 | -8.9 | -20.0 | -2.6 | -1.9 | 103.0 | -0.2
Cc1cccc(NC(=O)c2cc3cc([N+](=O)[O-])ccc3s2)n1 | -0.9 | 7.3 | -4.6 | -12.9 | -1.2 | -9.7 | -1.1 | 94.0 | -2.2
CCCCN1C(=O)C(O)(CC(=O)c2ccccn2)c2ccccc21 (configuration not stated) | -1.6 | 4.0 | 5.8 | -13.5 | -3.6 | 49.6 | -0.8 | 120.0 | 1.0
N#Cc1c(CSCC(=O)O)cc(=O)n2c1[nH]c1ccccc12 | -0.3 | 1.1 | 10.9 | -0.3 | -16.2 | 24.6 | -3.7 | 104.0 | 4.1
C=CCNc1nc(N)c(C(=O)Nc2cc(C)on2)s1 | 2.0 | 2.1 | -8.4 | -0.4 | 19.1 | 0.2 | -1.6 | 98.0 | 1.4
Cc1cc(N2CCOCC2)n2nc(C)c(-c3ccccc3Cl)c2n1 | 2.1 | -1.1 | 5.7 | -5.5 | -32.4 | 39.4 | 1.0 | 93.0 | -11.7
O=C(/C=C/c1ccc(S(=O)(=O)N2CCOCC2)cc1)NC(=S)Nc1ccc(N2CCOCC2)cc1 | -2.4 | 9.8 | -11.2 | 13.1 | -10.8 | -21.2 | -2.9 | 110.0 | -3.4
CCCC(=O)N1CCc2cc(OC)c(OC)cc2C1c1cc2cc3c(cc2[nH]c1=O)OCO3 (configuration not stated) | -2.7 | 0.6 | . | . | -29.0 | . | -0.4 | 100.0 | -0.4
O=C1CSC(c2cccc([N+](=O)[O-])c2)N1CCN1CCCCC1 (configuration not stated) | -1.4 | 0.7 | 4.1 | 4.9 | 5.6 | 24.5 | 0.9 | 94.0 | 2.2
CCc1ccccc1N1CSC2=C(C#N)C(c3ccccc3F)CC(=O)N2C1 (configuration not stated) | -0.1 | -13.1 | 12.7 | -28.5 | -13.1 | 61.0* | -2.8 | 110.0 | 22.9
Cc1cc(NC(=O)COC(=O)C2CCC2)no1 | 0.7 | -3.7 | -9.4 | -4.2 | -5.9 | 17.9 | -3.0 | 95.0 | -0.3
COc1ccc(OC)c(Nc2nc(N)c([N+](=O)[O-])c(N3CCOCC3)n2)c1 | 0.9 | 3.9 | -4.3 | -1.3 | -21.5 | 18.5 | -3.2 | 96.0 | -4.5
Cc1ccc(S(=O)(=O)O)c(C)c1N1CCCC1=O | 1.2 | 3.1 | -5.3 | 2.6 | 2.8 | -10.1 | -0.1 | 97.0 | 0.6
O=C1OCC2=C1C(c1ccccc1)CC(=O)N2c1ccc(F)cc1 (configuration not stated) | -1.0 | 3.6 | 8.0 | -0.2 | -2.5 | 36.5 | -1.7 | 101.0 | -3.9
COc1ccc(S(=O)(=O)N2CCC(c3nc4ccccc4[nH]3)CC2)cc1 | -0.7 | -1.7 | -5.4 | -3.3 | -8.7 | 18.4 | -2.3 | 97.0 | 13.5
O=S(=O)(c1ccc(F)cc1)N1CCCc2ccccc21 | -2.0 | . | -2.7 | -7.5 | -12.5 | 13.0 | -1.7 | 106.0 | 9.8
O=S(=O)(c1ccc(N2CCC(c3ccc(Cl)cc3)=N2)cc1)N(CCO)CCO | -0.1 | 8.1 | 41.3 | -0.6 | -22.2 | 39.5 | -1.1 | 99.0 | -16.2
OC[C@H]1O[C@@H](n2cnc3c(NC4CCCC4)ncnc32)[C@H](O)[C@@H]1O | -3.8 | 4.9 | -13.9 | -3.9 | -4.7 | -8.7 | -4.2 | 90.0 | -0.7
CCn1c(CSCc2ccc(C)cc2)n[nH]c1=S | -2.0 | -4.5 | -4.4 | 0.8 | -19.8 | . | -1.1 | 102.0 | 9.4
Cc1cc(NCCN(C)C)n2nc(-c3cccs3)cc2n1 | -0.1 | 5.3 | 14.2 | 5.2 | 9.3 | 7.0 | 1.6 | . | -8.2
O=C(CSc1nc2ccc([N+](=O)[O-])cc2[nH]1)c1ccc(Cl)cc1 | -4.4 | -0.5 | -7.3 | 4.7 | 6.0 | 0.7 | -2.9 | 92.0 | 2.6
Cc1ccc(NC(=O)c2cc3c(=O)oc4ccccc4c3s2)nc1 | -1.5 | 2.5 | 0.7 | -5.6 | 4.1 | -2.4 | -0.7 | 80.0 | -6.8
N#C/C(=C\c1ccncc1)C(=O)Nc1ccc(C(=O)O)cc1 | -3.0 | 2.8 | -0.6 | -4.1 | 1.0 | 19.9 | -3.4 | 110.0 | 2.5
Continuation:
SMILES | VIM-2 inhibitor | IDE cell activ | UBC9 SUMO inh | pCIP destab | FID counter | PHOSPHO1 inh | IMP-1 inhibitor | MEKK3 PB1 HTS | NS3 helicase inh
O=C(CSc1n[nH]c(-c2ccncc2)n1)Nc1ccc(Cl)c(Cl)c1 | 0.4 | -6.3 | -3.6 | -6.9 | 8.4 | -1.8 | -1.3 | 99.0 | -5.7
O=C(NCC1CCCO1)c1ccc(NC(=O)c2ccc([N+](=O)[O-])cc2)cc1 (configuration not stated) | -0.1 | 0.5 | 4.1 | 11.0 | -1.8 | . | -0.1 | 104.0 | 7.6
Cc1cc(Oc2ccc(Cl)cc2)nc(-c2ccccn2)n1 | 5.7 | 3.1 | 6.4 | -1.9 | -15.8 | 26.8 | -4.0 | 103.0 | 2.1
Cc1ccc(Cn2c(SCc3cccnc3)nc3c2c(=O)n(C)c(=O)n3C)cc1 | 1.2 | 0.4 | 20.4 | -1.4 | -13.7 | 1.4 | -0.4 | 102.0 | -1.8
COc1cc(CNCCN2CCOCC2)ccc1OCc1c(Cl)cccc1Cl | -1.6 | . | 9.8 | -16.0 | 25.2 | -39.2 | -4.6 | 99.0 | -25.5
CC(C)CCNC(=O)[C@H](Cc1ccccc1)N1Cc2ccccc2C1=O | -2.7 | -1.3 | 7.6 | -4.1 | -28.3 | 28.6 | -1.5 | 103.0 | -5.6
O=C(Nc1ccc2c(c1)OCO2)c1ccc2c(c1)OCO2 | -3.7 | 1.9 | 15.3 | -1.2 | 3.7 | -7.4 | -0.9 | 112.0 | 8.9
COC(=O)c1oc2ccccc2c1NC(=O)c1ccccc1O | 1.0 | 0.3 | -2.0 | 24.6 | 0.3 | -0.8 | -0.4 | 101.0 | -2.4
Cc1ccccc1C1C(C#N)=C2N=C(N)c3c(sc4c3CCCCC4)N2C2=C1C(=O)CCC2 (configuration not stated) | 0.2 | -1.3 | 9.2 | -7.7 | -19.2 | -62.8 | -1.5 | 94.0 | 12.4
O=C1C2C(C(=O)N1Cc1ccco1)C1C=CC2C12CC2 (configuration not stated) | 1.7 | 0.8 | 17.0 | -4.0 | -2.1 | 34.6 | 0.2 | 85.0 | 3.4
CC1CCCN(CC(O)COc2ccc(Cl)cc2)C1 (configuration not stated) | -3.7 | 1.8 | 31.3 | -10.8 | 9.5 | 13.6 | -1.6 | 91.0 | -2.3
O=C(NC1CCCC1)c1ccc(COc2ccccc2Br)o1 | -1.4 | -1.0 | -1.6 | -4.9 | -39.8 | 47.6 | -0.1 | 104.0 | -0.3
Cc1cccc(NCc2ccccc2O)c1C | -1.5 | 11.5 | 10.7 | -0.3 | 0.2 | 11.7 | -1.9 | 94.0 | -4.9
CC(=O)Nc1ccc(/C=N/N2CCCCC2)cc1 | -1.4 | 7.6 | -5.0 | 2.4 | 0.8 | 28.3 | -3.1 | 109.0 | -20.2
O=[N+]([O-])c1ccc(N/N=C/c2cn(-c3ccccc3)nc2-c2ccccc2)cc1 | -1.3 | 2.3 | -15.5 | -20.2 | 3.8 | -5.3 | -1.4 | 97.0 | 5.3
OCC1OC(n2cnc3ccccc32)CC1O (configuration not stated) | -1.6 | 4.3 | 16.2 | -5.4 | 0.5 | 19.9 | -1.4 | 91.0 | 7.6
Cc1c(C(N)=O)sc2ncn(CC(=O)N(C)C3CCCCC3)c(=O)c12 | -3.8 | -2.4 | 5.7 | -1.1 | -6.9 | 23.9 | -2.0 | 99.0 | 4.4
O=C(CC(c1ccccc1)c1ccco1)N1CCCCC1 (configuration not stated) | -0.1 | 8.4 | 0.0 | 7.2 | -10.7 | 60.0* | -2.2 | 106.0 | 9.1
COc1cc(Cl)c(C)cc1Nc1ncccn1 | -1.4 | -1.2 | -10.8 | 3.5 | -5.8 | -12.0 | -3.3 | 104.0 | -4.3
C/C(=N\O)c1ccc2[nH]ccc2c1 | -1.2 | 0.4 | 10.1 | -5.8 | 2.6 | 35.8 | -2.1 | 98.0 | -2.5
COc1ccc2cc(/C=N/NC(=O)c3ccc(CN(c4cccc(Cl)c4Cl)S(C)(=O)=O)cc3)c(Cl)nc2c1 | -1.1 | 5.7 | 8.3 | -10.3 | -1.1 | -7.4 | -4.3 | 104.0 | -2.1
Cc1noc(C)c1COC(=O)Cc1ccc(Cl)c(Cl)c1 | -0.9 | 5.3 | -3.9 | -2.6 | -12.8 | -4.2 | -3.8 | . | -3.8
O=S(=O)(c1ccccc1)N(Cc1cccc(F)c1)c1ccccc1 | -2.5 | -3.2 | 0.1 | -8.2 | -15.0 | -2.1 | 0.0 | 99.0 | -6.4
COc1ccc(C(=O)N2CCCC(Nc3ccc(C(C)C)cc3)C2)c(OC)n1 (configuration not stated) | 0.0 | 1.3 | 0.4 | 7.1 | -31.7 | 9.0 | -1.6 | 96.0 | 8.3
C=CCNS(=O)(=O)c1ccc(OC)c(C)c1 | -2.0 | 0.0 | 1.5 | -3.3 | 2.2 | -17.2 | 0.2 | 100.0 | -1.5
COc1ccc(C(=O)N/N=C(\Cc2ncc[nH]2)c2ccccc2)cc1 | -2.5 | 2.1 | 3.8 | -4.5 | 11.7 | 48.0 | -4.6 | 96.0 | -2.0
CC(C)c1nc2cc(Cl)ccc2n(Cc2ccccc2)c1=O | -2.2 | 3.3 | -6.3 | -1.2 | -16.6 | -9.0 | -2.3 | 95.0 | 2.7
CCc1nc2ccccc2n1CC(=O)Nc1cc(C)on1 | -1.0 | 3.9 | 17.2 | 4.2 | -0.8 | 36.5 | -3.2 | 106.0 | 5.9

Structural class, the entries above with an aryl thioether with sulfur outside any ring.
SMILES | VIM-2 inhibitor | IDE cell activ | UBC9 SUMO inh | pCIP destab | FID counter | PHOSPHO1 inh | IMP-1 inhibitor | MEKK3 PB1 HTS | NS3 helicase inh
O=C(CSc1nc2ccc([N+](=O)[O-])cc2[nH]1)c1ccc(Cl)cc1 | -4.4 | -0.5 | -7.3 | 4.7 | 6.0 | 0.7 | -2.9 | 92.0 | 2.6
O=C(CSc1n[nH]c(-c2ccncc2)n1)Nc1ccc(Cl)c(Cl)c1 | 0.4 | -6.3 | -3.6 | -6.9 | 8.4 | -1.8 | -1.3 | 99.0 | -5.7
Cc1ccc(Cn2c(SCc3cccnc3)nc3c2c(=O)n(C)c(=O)n3C)cc1 | 1.2 | 0.4 | 20.4 | -1.4 | -13.7 | 1.4 | -0.4 | 102.0 | -1.8

Source: PubChem BioAssay
